# Hep lipid drop – inhibitors of hepatocyte lipid droplet formation, primary screen, imaging, high-throughput imaging, BODIPY stain; inhibition, % at 6.5 µM; AML12 mouse hepatocytes, oleate lipid droplets; hit rate 0.4% among 240,000;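 active = lipid droplet intensity inhibited by at least 50%, with more than 500 cells counted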
#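 Material: mouse AML12 hepatocyte cell line, fixed after treatment; Timing: compound with oleate, overnight; Technique: high-content imaging of BODIPY-stained droplets and DAPI nuclei; Probe or stimulus: oleate, 100 µM final; Dosing: compound at 6.5 µM only.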
# bCat nuc transl – modulators of beta-catenin nuclear translocation, primary screen, imaging, HeLa cells, immunofluorescence, high-content. nuclear translocation activity, % at 5 µM. hit rate 0.3% among 190,000. AID 1665, 2009;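 active = nuclear translocation activity above 50% at 5 µM, with a well cell count of 50 or more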;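 note: per-cell ratio of nuclear to cytoplasmic median beta-catenin stain intensity; plate controls were DMSO negative control for no effect and GSK-3 inhibitor IX positive control for full effect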
#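 Assay system: human HeLa cells, native beta-catenin; doses: 5 µM primary, 0.02–20 µM confirmation; incubation: compound treatment 24 h, 37°C, 5% CO2; technique: fluorescence imaging of beta-catenin antibody stain plus DAPI; measure: % activation, nuclear-to-cytoplasmic median beta-catenin signal ratio per cell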
# Ins promoter up – insulin promoter activators in MIN6 cells, imaging, high-content screening, mouse beta cells. MIN6 insulin promoter-GFP reporter; active compounds read high. z-score at 5 µM. hit rate 0.3% among 190,000;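 active = z-score above 3 at 5 µM with at least 500 cells counted in the well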
# Autophagy HCS – autophagy modulators in MEF cells, primary screen, imaging, high-content, MEF GFP-LC3; MEF GFP-LC3 puncta imaging; test concentration mostly 10 µM; calls only at 10 µM (by protocol); hit rate 0.98% among 190,000;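 active = percentage of spot-positive cells more than 3 SD above its plate mean, without a fluorescence outlier flag or 80% toxicity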;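 note: spot-positive cell cutoff set from DMSO-treated cells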
# T cell HTS – modulators of CD8 T cell-vesicle binding, primary screen, mouse 2C CD8+ T cells, flow cytometry; 2C CD8+ T cell-vesicle binding; active compounds read low; calls only at 7 µM; hit rate 0.068% among 330,000; AID 2052, 2009;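 active = response, share of CD8 T cells binding vesicles, and their 90th percentile fluorescence all below set limits, cut at about 80% in these data, passing the limit was not always enough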
#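 Benchmarks: naked versus QL9-loaded vesicles / Assay system: purified 2C TCR transgenic mouse naive CD8+ T cells / Technique: high-throughput flow cytometry with anti-B7-1 and anti-CD8 staining / Timing: Cell–vesicle co-incubation 1.5 h at 37 °C, staining 20 min on ice / Read-out: percent CD8+ FL2 mean versus row control / Probe or stimulus: QL9-loaded Drosophila micro-vesicles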
# TNAP activation fold – human TNAP enzyme activators, primary screen, biochemical, luminescent, no phosphate acceptor, uHTS (AID 1001) | hit rate 0.03% among 200,000 | one-dose activation fold at 20 µM; EC50 in µM for titrated hits | purified TNAP, luminescent activation assay, no phosphate acceptor; higher activation fold means a stronger effect; in the data active = activation fold from about 3, or a potency from the dose series; inactive = the rest, 99 in 100 with activation fold below about 1.6; note: many of its hits are not listed in these tables
# MT stabilize HCS – microtubule stabilizers in HeLa cells, primary screen, imaging, high-content imaging. HeLa tubulin immunostaining HCS, 24 h; share of cells brighter than vehicle mean+2SD. % tubulin-high responders, % at 10 µM. hit rate 0.83% among 200,000. AID 2205, 2009;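 active = plate Z-score above 3 for both tubulin-high and condensed-nucleus cell shares, with cell loss under 80%, at 10 µM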;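 note: anti alpha tubulin signal scored within the nucleus-defined area of each cell; some results filed as inactive read as strong as hits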
# human PMI inhibitors – human PMI inhibitors, high substrate, primary screen, biochemical, fluorescence intensity, high mannose 6-phosphate (AID 1220); Mannose-6-phosphate isomerase (Homo sapiens); recombinant PMI enzyme, coupled fluorescence intensity; higher % means a stronger effect; inhibition, % at 20 µM; hits with a dose series show IC50 in µM; hit rate 0.66% among 190,000
# PMI inhibitors – inhibitors of human PMI, primary screen, biochemical, fluorescence intensity, coupled assay (AID 1209); purified PMI enzyme, coupled fluorescence intensity; higher % means a stronger effect; inhibition, % at 20 µM, or IC50 in µM where a hit was titrated; Mannose-6-phosphate isomerase (Homo sapiens); hit rate 0.42% among 190,000;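 note: plate controls were DMSO vehicle for no effect and wells lacking substrate for full effect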
# Ins promoter up cell count – recorded beside Ins promoter up, whose call it bears; cell count; measured here: cytotoxicity, nuclei count;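 total cells summed across four imaged fields per well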
# Hep lipid drop cells 6.5 µM – also measured in Hep lipid drop; calls as there; cell count; measured here: cell count, cytotoxicity flag;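 cells counted across two imaged fields per well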
# bCat nuc transl cell count 5 µM – further read-out of bCat nuc transl, marked with its call; cell count; measured here: cell count, cytotoxicity flag
# T cell HTS vesicle-bound % – also measured in T cell HTS; calls as there; double positive events, %; measured here: CD8+ vesicle-bound cell fraction;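 binding gate set so that unloaded-vesicle control wells show 10% double positive cells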
# MT stabilize HCS Hoechst-high % – further read-out of MT stabilize HCS, marked with its call; % Hoechst-high responders; measured here: nuclear condensation Hoechst responders;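 share of cells brighter than vehicle mean plus two SD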
# MT stabilize HCS cytotoxicity % – also measured in MT stabilize HCS; calls as there; toxicity, %; measured here: cytotoxicity by cell density;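 0% = mean cell density of plate MIN control wells and 100% = no cells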
# Autophagy HCS cell loss 18 h – second read-out of Autophagy HCS, no call of its own (marks repeat the call); toxicity, %; measured here: cell loss, nuclei count;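 cell loss after 18 h compound exposure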
# Starred values were filed as active, the others as inactive; i = inactive; . = no result given. Cut-off read from the data, not from the text of the source, unless noted: active = inhibition above about 50%; inactive = the rest.
# A first look:
entry	canonical_smiles	Hep lipid drop	Hep lipid drop cells 6.5 µM	bCat nuc transl	bCat nuc transl cell count 5 µM	Ins promoter up	Ins promoter up cell count	Autophagy HCS	Autophagy HCS cell loss 18 h	T cell HTS	T cell HTS vesicle-bound %	TNAP activation fold	MT stabilize HCS	MT stabilize HCS Hoechst-high %	MT stabilize HCS cytotoxicity %	human PMI inhibitors	PMI inhibitors
1	Cc1cc(=O)oc2cc(OCC(O)CN3CCc4ccccc4C3)ccc12 (stereo not given)	.	.	-9.0	1034	-0.04	1126	i	7	i	15	1	2.6	1.4	5.4	-14%	-19%
2	Cc1ccc(C(=O)NCC(=O)OCC(=O)Nc2cc(C)c(C)cc2[N+](=O)[O-])cc1	7	674	.	.	0.7	1345	i	-4	i	59	1.1	1.9	2.5	2.9	6%	2%

# All compounds of this part, repeating the preview:
entry	canonical_smiles	Hep lipid drop	Hep lipid drop cells 6.5 µM	bCat nuc transl	bCat nuc transl cell count 5 µM	Ins promoter up	Ins promoter up cell count	Autophagy HCS	Autophagy HCS cell loss 18 h	T cell HTS	T cell HTS vesicle-bound %	TNAP activation fold	MT stabilize HCS	MT stabilize HCS Hoechst-high %	MT stabilize HCS cytotoxicity %	human PMI inhibitors	PMI inhibitors
1	Cc1cc(=O)oc2cc(OCC(O)CN3CCc4ccccc4C3)ccc12 (stereo not given)	.	.	-9.0	1034	-0.04	1126	i	7	i	15	1	2.6	1.4	5.4	-14%	-19%
2	Cc1ccc(C(=O)NCC(=O)OCC(=O)Nc2cc(C)c(C)cc2[N+](=O)[O-])cc1	7	674	.	.	0.7	1345	i	-4	i	59	1.1	1.9	2.5	2.9	6%	2%
3	Cc1cc(C)n2nc(S(=O)(=O)N(C)c3ccccc3)nc2n1	-4	580	1.6	1051	-0.64	1887	.	.	i	42	1.1	9.6	1.7	7.5	12%	10%
4	CCOC(=O)c1cnc2ccc(F)cc2c1Nc1ccc2c(c1)OCCO2	11	688	0.8	1057	0.47	1334	i	15	i	44	1	2.4	3.3	9.6	11%	12%
5	CC(C)(C)c1cc(C(=O)O)n[nH]1	3	756	.	.	.	.	i	-2	i	44	1	1.6	1.7	0.0	-17%	-12%
6	COC(=O)c1c[nH]n2c(=O)c(C(C)C)c(C)nc12	-11	693	-0.5	1189	-0.39	1335	i	4	i	55	1.1	1.9	1.2	5.9	-10%	-9%
7	N#C/C(C(N)=O)=c1/ccc2c(c1)N1C3=C(CCCC3)CC3CCCCC31N=2 (stereo not given)	10	779	14	960	-0.37	1096	i	3	i	32	0.8	4.2	0.7	2.7	28%	30%
8	C=CCn1c(SCC(=O)Nc2ccccc2CC)nnc1-c1ccncc1	.	.	-5.3	898	-1.2	1271	i	4	i	30	1.1	5.7	2.8	9.3	-4%	-12%
9	CNS(=O)(=O)c1cc(OCC(N)=O)c(C)cc1Cl	-1	769	-1.1	1018	0.29	1172	i	-4	i	51	1.1	5.5	2.4	5.5	-3%	0%
10	O=C(CN1C(=O)c2ccccc2C1=O)N1CCN(c2ccccn2)CC1	7	783	0.4	1125	-0.33	1356	i	-6	i	10	1.1	4.5	1.9	5.5	1%	6%
11	N#CC(c1ccc(=O)[nH]n1)c1ccc(Cl)cc1Cl (stereo not given)	8	694	0.3	1569	0.07	1415	i	21	i	62	1.1	3.5	1.3	10	-3%	-1%
12	Cc1c(NC(=S)N/N=C/c2ccc(N(C)C)cc2)c(=O)n(-c2ccccc2)n1C	20	675	-2.5	569	0	1319	i	3	i	54	1	2.7	2.5	1.6	6%	3%
13	COc1cccc(N2CCN(C(=O)C3CCN(S(=O)(=O)c4cccs4)CC3)CC2)c1	13	690	-0.1	1047	0.07	1328	i	6	i	57	1	1.8	1.3	2.9	32%	17%
14	CC/C(=N/N=C(\CC)c1ccccc1)c1ccccc1	-23	642	-2.4	949	-0.13	1307	i	-7	i	38	1	2.2	3.3	4.0	4%	-1%
15	CCN(CC)CCN(Cc1cc2cc(C)ccc2[nH]c1=O)C(=O)Nc1ccccc1OC	-6	677	.	.	0.03	1317	i	-6	i	49	0.9	0.8	1.4	3.3	2%	9%
16	CCOc1ccc(/C=C/[N+](=O)[O-])c2ccccc12	.	.	1.7	1315	-0.3	1409	i	3	i	50	1.1	2.8	0.8	0.5	56%*	30%
17	COCCNCC(=O)Nc1ccc(C)c(S(=O)(=O)N2CCCCC2)c1	16	697	-3.2	1126	0.66	1254	i	-18	i	22	1.1	1.4	2.0	3.2	3%	-2%
18	O=C(O)c1cc2ccccc2n1-c1ccccc1	.	.	-5.1	833	1.1	1447	i	19	i	40	1.1	4.6	2.4	4.7	3%	-2%
19	CCOC(=O)C(=N/O)/C(C)=N/NC(C)=O	7	737	0.8	1011	-0.31	1268	i	20	i	23	1	3.3	1.5	9.1	-8%	-14%
20	CCN(CC)CCOCCOc1ccccc1F	0	798	.	.	0.05	936	i	-11	i	10	1.1	1.6	1.0	7.3	-10%	-8%
21	Nc1nnnn1NCc1cccc(OCc2ccccc2)c1	-14	670	0.1	1041	.	.	i	4	i	41	1	1.4	1.2	8.8	-2%	1%
22	C/C(=N\NC(=O)c1cc(-c2cccnc2)nc2ccccc12)c1ccccc1O	-3	604	-2.7	1081	-0.3	1133	i	24	i	29	1.7	1.0	0.2	17	16%	2%
23	C#CCOCCOCCOCCNc1nc(N2CCN(C(=O)[C@H](CCC(=O)O)n3cc(C(N)CO)nn3)CC2)nc(N2CCN(C(=O)[C@H](CCC(=O)O)n3cc(C(N)[C@H](C)CC)nn3)CC2)n1 (stereo not given in full)	-1	715	3.2	1069	-0.91	1442	i	-6	i	26	1.1	2.8	1.8	5.9	-37%	-33%
24	O=C(CN(C(=O)c1cc2c(s1)CCC2)C1CCCC1)NCc1cccs1	.	.	-3.6	1023	-0.71	1451	i	7	i	13	1.2	2.5	2.0	6.4	1%	-3%
25	Cc1ccc2c(NC(=O)C3CC3)c(C)ccc2n1	.	.	-7.6	1025	0.46	1219	i	-10	.	.	1.1	1.1	1.8	5.7	8%	4%
26	CCOC(=O)N1CCC(NC(=O)C2CCCN(S(=O)(=O)c3ccc4c(c3)oc(=O)n4C)C2)CC1 (stereo not given)	14	769	-1.1	1212	-0.13	932	i	7	i	27	1.1	0.9	1.3	4.9	-3%	-3%
27	COc1ccc(C2c3c4c(n(C)c3CCN2C)CCN(C)C4c2ccc(OC)cc2)cc1 (stereo not given)	-2	758	-4.0	1030	-0.36	716	i	1	i	22	1	3.6	2.8	7.6	-3%	4%
28	CCCC(=O)NCCc1ccc(S(N)(=O)=O)cc1	3	827	.	.	0.16	907	i	-8	i	45	1.1	1.6	1.2	5.5	-14%	-7%
29	Nc1ccc2c(c1)nc(Cc1ccccc1)n2CCO	2	725	-0.1	981	-0.31	1577	i	-3	i	46	1.1	2.6	1.1	6.3	12%	0%
30	CC1=NN(C(=O)c2ccccc2-n2cccc2)C(O)(C(F)(F)F)C1 (stereo not given)	-24	768	-1.4	570	0.29	1507	i	-13	i	23	1.1	2.4	3.9	8.8	2%	-4%
31	Cc1nn(CCOc2ccccc2)c(=O)n1-c1ccccc1	.	.	1.1	1302	0.9	1696	i	3	i	21	1	1.8	2.1	2.1	6%	-4%
32	O=C(NC1CCCCCC1)c1cc(S(=O)(=O)N2CCOCC2)ccc1N1CCCCC1	.	.	-5.3	960	-0.27	1267	i	0	i	38	1.1	1.2	1.0	3.9	8%	14%
33	CC(=O)N1CCN(C(=S)Nc2ccc(Oc3ccccc3)cc2)CC1	20	664	-1.2	1094	-0.1	1136	i	7	i	61	1	3.9	2.8	8.3	-11%	-6%
34	CC(C)(C)c1cc(NC(=O)COC(=O)c2ccc3c(=O)n4c(nc3c2)CCC4)n(-c2ccccc2)n1	9	783	-2.3	1151	0.32	1215	i	16	i	42	1	3.8	2.4	11	9%	18%
35	CC1=C/C(=N\OC(=O)/C=C/c2ccccc2)C(C)=CC1=O	.	.	-0.5	1276	-0.41	1630	i	2	i	31	1.1	2.1	1.3	6.9	8%	4%
36	CC1CCC(C(C)C)C(OP(=O)(c2ccc(N(C)C)cc2)C(O)c2cccnc2)C1 (stereo not given)	-22	711	3.7	560	-0.04	1312	i	21	i	58	1.1	3.9	3.2	8.3	-4%	-3%
37	CN(C)CCCNc1c(C(=O)O)cnc2c1cnn2C	.	.	.	.	.	.	i	-11	.	.	1.1	2.8	2.6	4.8	1%	5%
38	CCOC(=O)N1CCN(Cc2cn[nH]c2-c2cccc3ccccc23)CC1	-5	711	1.8	980	0.22	1497	i	2	i	20	0.9	1.8	0.5	1.4	-2%	-2%

# Pulled by compound from the list above (two):
entry	canonical_smiles	Hep lipid drop	Hep lipid drop cells 6.5 µM	bCat nuc transl	bCat nuc transl cell count 5 µM	Ins promoter up	Ins promoter up cell count	Autophagy HCS	Autophagy HCS cell loss 18 h	T cell HTS	T cell HTS vesicle-bound %	TNAP activation fold	MT stabilize HCS	MT stabilize HCS Hoechst-high %	MT stabilize HCS cytotoxicity %	human PMI inhibitors	PMI inhibitors
27	COc1ccc(C2c3c4c(n(C)c3CCN2C)CCN(C)C4c2ccc(OC)cc2)cc1 (stereo not given)	-2	758	-4.0	1030	-0.36	716	i	1	i	22	1	3.6	2.8	7.6	-3%	4%
32	O=C(NC1CCCCCC1)c1cc(S(=O)(=O)N2CCOCC2)ccc1N1CCCCC1	.	.	-5.3	960	-0.27	1267	i	0	i	38	1.1	1.2	1.0	3.9	8%	14%

# Screens deposited in PubChem by several laboratories.
